P. falciparum M1AAP = malaria alanyl aminopeptidase activity blockers – biochemical, fluorogenic H-Leu-NHMec substrate, 1536-well (AID 1445). recombinant M1AAP, H-Leu-NHMec fluorogenic kinetic assay; higher % means a stronger effect. inhibition, % at 30 µM, or IC50 in µM where a hit was titrated. 0.42% of 220,000 active;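 active means primary inhibition above the hit cutoff, then over 50% inhibition at one or more dose response concentrations, cut at about 23% in these data, passing the limit was not always enough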;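 further: plate controls were DMSO full reaction for no effect and no enzyme background for full effect; strong numbers were not always called active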
LYP phosphatase = PTPN22 lymphoid phosphatase activity blockers – biochemical, fluorescence intensity, uHTS (AID 1779) | recombinant LYP phosphatase, fluorescence intensity; higher % means a stronger effect | one-dose inhibition, % at 11.5 µM; IC50 in µM for titrated hits | 0.054% of 290,000 active;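 further: plate controls were vehicle with enzyme for no effect and no enzyme for full effect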
Yfh1-depleted yeast = mitochondrial function rescue without frataxin homolog – Friedreich's ataxia, plus single-dose screen, dose response (AID 1465); fold induction at 50 µM, or EC50 in µM where a hit was titrated; S. cerevisiae Yfh1-off respiration, WST-1 reduction, 72 h; higher fold induction means a stronger effect; 0.074% of 220,000 active;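 active means fold induction of absorbance versus untreated yeast above a set limit, then at least 30% activation at any dose in follow-up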;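 further: activators that raise dye reduction in frataxin-depleted yeast; strong numbers were not always called active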
PMI inhibitors = inhibitors of human PMI, primary screen, biochemical, fluorescence intensity, coupled assay (AID 1209); 0.42% of 190,000 active; purified PMI enzyme, coupled fluorescence intensity; higher % means a stronger effect; inhibition, % at 20 µM, or IC50 in µM where a hit was titrated;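 further: plate controls were DMSO vehicle for no effect and wells lacking substrate for full effect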
M17LAP inhibition = P. falciparum M17LAP inhibitors, primary screen, biochemical, fluorogenic H-Leu-NHMec substrate, 1536-well (AID 1619) | recombinant M17LAP, H-Leu-NHMec fluorogenic kinetic assay; higher % means a stronger effect | one-dose inhibition, % at 30 µM; IC50 in µM for titrated hits | 0.38% of 220,000 active;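 active means compound inhibiting the enzyme by more than half at any dose during confirmatory dose-response retesting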;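 further: plate controls were full reaction with DMSO carrier for no effect and no enzyme background for full effect; strong numbers were not always called active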
PMI inhibition = human PMI inhibitors, high substrate, primary screen, biochemical, fluorescence intensity, high mannose 6-phosphate (AID 1220). recombinant PMI enzyme, coupled fluorescence intensity; higher % means a stronger effect. inhibition, % at 20 µM, or IC50 in µM where a hit was titrated. 0.66% of 190,000 active
TNAP activators = human TNAP enzyme activators, primary screen, biochemical, luminescent, no phosphate acceptor, uHTS (AID 1001); purified TNAP, luminescent activation assay, no phosphate acceptor; higher activation fold means a stronger effect; activation fold at 20 µM; hits with a dose series show EC50 in µM; 0.03% of 200,000 active; in the data active means activation fold from about 3, or a potency from the dose series; inactive means the rest, 99 in 100 with activation fold below about 1.6; further: many of its hits are not listed in these tables
WT yeast gro inh = growth inhibition of WT yeast, mitochondrial fusion screen; AID 1362; 2.1% of 190,000 active; mitochondrial fusion phenotypic screen, WT strain; inhibition, % at 10 µM; in the data active means inhibition above about 58%; tested in S. cerevisiae
XIAP antagonists = small molecules displacing peptide from XIAP – biochemical, IAP family, fluorescence polarization (AID 1018); XIAP BIR domain, fluorescence polarization peptide displacement; higher % means a stronger effect; displacement, % at 20 µM, or IC50 in µM where a hit was titrated; 0.007% of 200,000 active; in the data active means displacement above about 50%; further: a part of the inactive calls stands beside numbers as strong as those of hits
WT yeast gro inh mutant strain = further read-out of WT yeast gro inh, marked with its call; inhibition, %; mitochondrial fusion phenotypic screen, mutant strain inhibition
The depositor's hits bear a star. Unless noted, no stated cut-off is given here; in the data, active means inhibition above about 50%; inactive means the rest. No enrichment for hits. About 3.7% of those tested had a hit in this group.

COc1cccc(/C=N/NC(=O)CN2CC(c3ccccc3)CC2=O)c1O (stereo not given) was read as P. falciparum M1AAP 6%, LYP phosphatase -6%, Yfh1-depleted yeast inactive, PMI inhibitors -16%, M17LAP inhibition 9%, PMI inhibition -20%, TNAP activators 2.3, WT yeast gro inh -3, XIAP antagonists 22% and WT yeast gro inh mutant strain -7.
Screening N/C(CS(=O)(=O)c1ccccn1)=N\OC(=O)c1ccc(Cl)cc1 returned P. falciparum M1AAP 1%, LYP phosphatase -3%, Yfh1-depleted yeast inactive and M17LAP inhibition 6%.
Screening COC(=O)C(C)(C)ONC(=O)Nc1ccccc1 returned P. falciparum M1AAP -3%, LYP phosphatase -6%, Yfh1-depleted yeast inactive, PMI inhibitors 18%, M17LAP inhibition -6%, PMI inhibition 20%, TNAP activators 1.1, WT yeast gro inh 11, XIAP antagonists -1.7% and WT yeast gro inh mutant strain 3.
For O=C1c2ccccc2C(=O)N1CN(C(=O)c1ccccc1[N+](=O)[O-])c1ccc(F)cc1 the results were P. falciparum M1AAP -4%, LYP phosphatase -6%, Yfh1-depleted yeast inactive, PMI inhibitors 14%, M17LAP inhibition -2%, PMI inhibition 6%, TNAP activators 1.1, WT yeast gro inh -6, XIAP antagonists -5.2% and WT yeast gro inh mutant strain -7.
Screening CCCCOC(=O)C(C)Sc1n[nH]c(=O)[nH]c1=O (stereo not given) returned P. falciparum M1AAP -1%, LYP phosphatase -6%, Yfh1-depleted yeast inactive, PMI inhibitors -24%, M17LAP inhibition 0%, PMI inhibition -11%, TNAP activators 1.1, WT yeast gro inh 3, XIAP antagonists -4.6% and WT yeast gro inh mutant strain 5.
For CCn1c(SCC(=O)NCc2ccccc2)nc2nc3c(cc2c1=O)CCCC3 the results were P. falciparum M1AAP 4%, LYP phosphatase -4%, Yfh1-depleted yeast inactive, PMI inhibitors -4%, M17LAP inhibition -3%, PMI inhibition -6%, TNAP activators 1, WT yeast gro inh 3, XIAP antagonists -1.8% and WT yeast gro inh mutant strain 6.
Screening NC(=O)N/N=C/c1coc2ccc(O)cc2c1=O returned P. falciparum M1AAP 6%, LYP phosphatase -8%, Yfh1-depleted yeast inactive and M17LAP inhibition 6%.
CC(=O)c1cccc(NC(=O)C2CC(=O)N(Cc3ccccc3)C2)c1 (stereo not given) was read as P. falciparum M1AAP 1%, LYP phosphatase -8%, Yfh1-depleted yeast inactive, PMI inhibitors -3%, M17LAP inhibition 4%, PMI inhibition -5%, TNAP activators 1.1, WT yeast gro inh -3, XIAP antagonists 1.8% and WT yeast gro inh mutant strain 4.
`Cn1cc(C(=O)c2cccc(Cl)c2)cc1/C=N\O` gave P. falciparum M1AAP 9%, LYP phosphatase -3%, Yfh1-depleted yeast inactive, PMI inhibitors 0%, M17LAP inhibition 7%, PMI inhibition 1%, TNAP activators 1, WT yeast gro inh -2, XIAP antagonists -3.7% and WT yeast gro inh mutant strain 10.
COc1ccccc1-c1nnc(SCC(=O)NCc2ccco2)n1N was read as P. falciparum M1AAP 0%, LYP phosphatase -3%, Yfh1-depleted yeast inactive, PMI inhibitors -9%, M17LAP inhibition 3%, PMI inhibition 1%, TNAP activators 1.1, WT yeast gro inh 0, XIAP antagonists -2.9% and WT yeast gro inh mutant strain 2.
For COc1ccc(-c2nnc3n(CCc4ccccc4)c(=O)c4ccccc4n23)cc1OC the results were P. falciparum M1AAP -2%, LYP phosphatase 0%, Yfh1-depleted yeast inactive, PMI inhibitors -6%, M17LAP inhibition -10%, PMI inhibition -10%, TNAP activators 0.9, WT yeast gro inh 11, XIAP antagonists -2.6% and WT yeast gro inh mutant strain -16.
`CC1(C)C(C=C(Cl)Cl)C1C(=O)N1CCN(Cc2ccccc2)CC1` (stereo not given) gave P. falciparum M1AAP -3%, LYP phosphatase -9%, Yfh1-depleted yeast inactive, PMI inhibitors -7%, M17LAP inhibition -1%, PMI inhibition -4%, TNAP activators 1.1, WT yeast gro inh 5, XIAP antagonists 0.1% and WT yeast gro inh mutant strain 12.
`CCOc1ccccc1NC(=O)NC(=O)N(C)S(=O)(=O)c1ccc(C)cc1` gave P. falciparum M1AAP 2%, LYP phosphatase -4%, Yfh1-depleted yeast inactive, PMI inhibitors 6%, M17LAP inhibition -4%, PMI inhibition 15%, TNAP activators 1.1, WT yeast gro inh 62*, XIAP antagonists -8.7% and WT yeast gro inh mutant strain -7.9*.
`N#Cc1c(C(F)(F)F)cc(-c2ccccc2)nc1SCc1nc(N)nc(N2CCOCC2)n1` gave P. falciparum M1AAP 8%, LYP phosphatase -1%, Yfh1-depleted yeast inactive, PMI inhibitors -4%, M17LAP inhibition 2%, PMI inhibition -12%, TNAP activators 1.1, WT yeast gro inh 2, XIAP antagonists -3.1% and WT yeast gro inh mutant strain -4.
CC[C@H](C)[C@@H](NC(=O)O[C@@H]1C(=O)c2cc(Br)ccc2O[C@H]1c1cccc(OC)c1)C(=O)OC was read as P. falciparum M1AAP 18%, LYP phosphatase 4%, Yfh1-depleted yeast inactive, PMI inhibitors 6%, M17LAP inhibition -9%, PMI inhibition 11%, TNAP activators 1, WT yeast gro inh 37, XIAP antagonists -21% and WT yeast gro inh mutant strain -16.

The closing two compounds of the part before open the next one.
`N#Cc1c(C(F)(F)F)cc(-c2ccccc2)nc1SCc1nc(N)nc(N2CCOCC2)n1` gave P. falciparum M1AAP 8%, LYP phosphatase -1%, Yfh1-depleted yeast inactive, PMI inhibitors -4%, M17LAP inhibition 2%, PMI inhibition -12%, TNAP activators 1.1, WT yeast gro inh 2, XIAP antagonists -3.1% and WT yeast gro inh mutant strain -4.
CC[C@H](C)[C@@H](NC(=O)O[C@@H]1C(=O)c2cc(Br)ccc2O[C@H]1c1cccc(OC)c1)C(=O)OC was read as P. falciparum M1AAP 18%, LYP phosphatase 4%, Yfh1-depleted yeast inactive, PMI inhibitors 6%, M17LAP inhibition -9%, PMI inhibition 11%, TNAP activators 1, WT yeast gro inh 37, XIAP antagonists -21% and WT yeast gro inh mutant strain -16.
Screening COc1ccc(-n2c(Cn3c(=O)sc4ccccc43)nnc2SCC(N)=O)cc1 returned P. falciparum M1AAP -4%, LYP phosphatase -7%, Yfh1-depleted yeast inactive, PMI inhibitors 4%, M17LAP inhibition -15%, PMI inhibition -5%, TNAP activators 1, WT yeast gro inh 9, XIAP antagonists -2.4% and WT yeast gro inh mutant strain 6.
`COc1ccccc1-c1nc2cc3ccccc3cc2nc1-c1ccccc1` gave P. falciparum M1AAP 5%, LYP phosphatase 1%, Yfh1-depleted yeast inactive, PMI inhibitors 5%, M17LAP inhibition 6%, PMI inhibition 51%*, TNAP activators 1.1, WT yeast gro inh 52, XIAP antagonists -4.2% and WT yeast gro inh mutant strain 36.
For O=S(=O)(Nc1nc2c(s1)CCCC2)c1ccc(Br)cc1 the results were P. falciparum M1AAP -3%, LYP phosphatase -2%, Yfh1-depleted yeast inactive, PMI inhibitors 11%, M17LAP inhibition 10%, PMI inhibition 14%, TNAP activators 1, WT yeast gro inh -11, XIAP antagonists 4.5% and WT yeast gro inh mutant strain -12.
For CCCCc1ccc(NC(=O)N[C@@H](C)C(=O)O)cc1 the results were P. falciparum M1AAP 6%, LYP phosphatase -7%, Yfh1-depleted yeast inactive and M17LAP inhibition -2%.
For N#Cc1ccc(COn2nnc3ccccc32)cc1 the results were P. falciparum M1AAP 6%, LYP phosphatase 1%, Yfh1-depleted yeast inactive, PMI inhibitors -14%, M17LAP inhibition 2%, PMI inhibition -7%, TNAP activators 1, WT yeast gro inh 28, XIAP antagonists -3.1% and WT yeast gro inh mutant strain 13.
O=C(Nc1ccc(SC(F)F)cc1)c1cccc2nc3ccccc3nc12 was read as P. falciparum M1AAP 10%, LYP phosphatase 4%, Yfh1-depleted yeast inactive, PMI inhibitors -4%, M17LAP inhibition 4%, PMI inhibition 6%, TNAP activators 1, WT yeast gro inh 2, XIAP antagonists -5.7% and WT yeast gro inh mutant strain -2.
Screening Cc1ccc(S(=O)(=O)N2CCCSCC2)cc1 returned P. falciparum M1AAP 0%, LYP phosphatase -4%, Yfh1-depleted yeast inactive, PMI inhibitors 6%, M17LAP inhibition 6%, PMI inhibition 10%, TNAP activators 1.1, WT yeast gro inh -25, XIAP antagonists -4.6% and WT yeast gro inh mutant strain -22.
Screening O=C(O)c1ncsc1-c1ccccc1 returned P. falciparum M1AAP 2%, LYP phosphatase -7%, Yfh1-depleted yeast inactive and M17LAP inhibition 5%.
CCCCN1C(=O)C(NC(C)=O)c2cc(Br)ccc21 (stereo not given) was read as P. falciparum M1AAP 3%, LYP phosphatase 5%, Yfh1-depleted yeast inactive, PMI inhibitors -35%, M17LAP inhibition 6%, PMI inhibition -72%, TNAP activators 1, WT yeast gro inh 7, XIAP antagonists -12% and WT yeast gro inh mutant strain 18.
CCC(=O)Nc1ccc(C(=O)CSc2nc(N)cc(N)n2)cc1 was read as P. falciparum M1AAP 0%, LYP phosphatase -2%, Yfh1-depleted yeast inactive and M17LAP inhibition -2%.
O=C1CCN(S(=O)(=O)c2ccccc2)N1 was read as P. falciparum M1AAP 2%, LYP phosphatase -7%, PMI inhibitors -27%, M17LAP inhibition 18%, PMI inhibition -33%, TNAP activators 1, WT yeast gro inh 5, XIAP antagonists -4.0% and WT yeast gro inh mutant strain 0.
For N#CCC(=O)N/N=C/c1ccc(OC2CSC2)cc1 the results were P. falciparum M1AAP 0%, LYP phosphatase 4%, Yfh1-depleted yeast inactive, PMI inhibitors 1%, M17LAP inhibition 4%, PMI inhibition 7%, TNAP activators 1.1, WT yeast gro inh -4, XIAP antagonists -4.1% and WT yeast gro inh mutant strain -8.
Screening CCOc1ccc(OCC)c(NC(=O)CSc2nc3ccccc3c(=O)n2C)c1 returned P. falciparum M1AAP 0%, LYP phosphatase 3%, Yfh1-depleted yeast inactive, PMI inhibitors 6%, M17LAP inhibition -9%, PMI inhibition 14%, TNAP activators 1, WT yeast gro inh 6, XIAP antagonists -14% and WT yeast gro inh mutant strain 19.
`O=C(Nc1ccc(Cl)c(Cl)c1)Nc1ccccc1C(=O)O` gave P. falciparum M1AAP 3%, LYP phosphatase -10%, Yfh1-depleted yeast inactive, PMI inhibitors 11%, M17LAP inhibition 1%, PMI inhibition 13%, TNAP activators 1.1, WT yeast gro inh 9, XIAP antagonists -3.2% and WT yeast gro inh mutant strain 6.
For O=C(COC(=O)c1cccnc1Cl)NCc1ccco1 the results were P. falciparum M1AAP 7%, LYP phosphatase -6%, Yfh1-depleted yeast inactive, PMI inhibitors -16%, M17LAP inhibition 11%, PMI inhibition -1%, TNAP activators 1, WT yeast gro inh 0, XIAP antagonists -4.7% and WT yeast gro inh mutant strain -17.
For Cc1ccc(S(=O)(=O)NC(=O)Nc2ccc(OC(F)F)cc2)cc1 the results were P. falciparum M1AAP 6%, LYP phosphatase -6%, Yfh1-depleted yeast inactive and M17LAP inhibition 0%.
COC(=O)c1nnn(CC(=O)Nc2cccc(Cl)c2C)c1C(=O)OC was read as P. falciparum M1AAP -4%, LYP phosphatase -8%, Yfh1-depleted yeast inactive, PMI inhibitors -3%, M17LAP inhibition 26%, PMI inhibition -3%, TNAP activators 1.1, WT yeast gro inh 1, XIAP antagonists -0.9% and WT yeast gro inh mutant strain 20.

High-throughput results as filed in PubChem BioAssay.
